Source: PubChem
MITF inh – MITF inhibitors, primary screen, biochemical, AlphaScreen, human; Microphthalmia-associated transcription factor (Homo sapiens), O75030; inhibition, % at 2.6 µM; AlphaScreen MITF homodimerization, bead proximity signal; 650,000 tested, 0.91% active; in the data active = inhibition above about 50%;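 also: 0% = vehicle wells with protein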
FBW7 activator – FBW7 E3 ligase activators, primary screen, biochemical, AlphaScreen, human; F-box/WD repeat-containing protein 7 (Homo sapiens), Q969H0; AlphaScreen FBW7–phospho-cyclin E peptide binding, activator screen; normalized activity (activation), % at 26.1 µM; 650,000 tested, 0.13% active; AID 1259310, 2017; in the data active = normalized activity above about 1.9%;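 also: purified mutant Fbw7 with reduced substrate affinity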
Target sequence (Q969H0 whole entry, looked up): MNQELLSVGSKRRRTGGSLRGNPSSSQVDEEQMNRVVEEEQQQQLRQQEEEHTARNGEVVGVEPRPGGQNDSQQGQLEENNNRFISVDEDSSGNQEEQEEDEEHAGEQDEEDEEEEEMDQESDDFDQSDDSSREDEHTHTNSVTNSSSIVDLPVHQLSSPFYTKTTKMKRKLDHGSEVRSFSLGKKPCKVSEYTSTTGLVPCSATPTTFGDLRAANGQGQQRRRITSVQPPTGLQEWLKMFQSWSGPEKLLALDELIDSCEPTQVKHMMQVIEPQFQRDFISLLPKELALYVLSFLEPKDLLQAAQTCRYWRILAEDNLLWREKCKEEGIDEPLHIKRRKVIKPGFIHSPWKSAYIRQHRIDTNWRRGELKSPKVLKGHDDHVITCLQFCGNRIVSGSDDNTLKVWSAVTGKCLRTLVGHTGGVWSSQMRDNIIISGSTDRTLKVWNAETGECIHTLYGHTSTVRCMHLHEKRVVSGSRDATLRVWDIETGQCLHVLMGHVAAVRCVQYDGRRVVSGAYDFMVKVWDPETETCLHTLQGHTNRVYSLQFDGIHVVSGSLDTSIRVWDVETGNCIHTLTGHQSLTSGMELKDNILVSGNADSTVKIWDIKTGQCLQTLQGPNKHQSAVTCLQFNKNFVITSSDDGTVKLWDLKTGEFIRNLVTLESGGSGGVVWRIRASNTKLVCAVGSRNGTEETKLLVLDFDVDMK
GPR151 activ – activators of human GPR151, primary screen, cell-based, PathHunter beta-arrestin, luminescence; PathHunter beta-arrestin GPR151 cells; activation, % at 11.2 µM; 650,000 tested, 1% active; AID 1508602, 2020; in the data active = activation above about 4.9%;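 also: 0% = median of compound wells and 100% = cells with positive control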
TEAD-YAP block – TEAD-YAP interaction inhibition, primary screen, TEAD-YAP interaction inhibitor project, luminescence, HEK-TIYL cells; 640,000 tested, 1.4% active; TEAD-Gal4/YAP UAS-luciferase luminescence; inhibition, % at 9.12 µM; AID 1259422, 2018; in the data active = inhibition above about 32%;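 also: 0% = median of test compound wells and 100% = reference inhibitor wells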
Starred values were filed as active, the others as inactive; . = no result given.

SMILES	MITF inh	FBW7 activator	GPR151 activ	TEAD-YAP block
CCS(=O)(=O)N1CCN(C(=O)c2cccnc2)CC1	-10	0.1	-0.2	-4
CCOC(=O)c1ccc(N(C)S(=O)(=O)c2ccc(Cl)cc2)cc1	1	0.1	1.5	19
CC(=O)OCCNC(=O)/C(=C\c1cccc([N+](=O)[O-])c1)NC(=O)c1ccccc1	-3	-0.1	-0.1	-4
O=C(O)C1C2C=CC(C2)C1C(=O)NCCCCc1ccccc1 (stereo not given)	-2	-0.1	-0.4	-6
CC(C)N(Cc1nc(-c2ccccc2)no1)S(=O)(=O)c1ccc(Br)cc1	21	0.4	-0.4	-10
CCCCN(C)S(=O)(=O)c1ccc(C(=O)Nc2nc3c(s2)COc2ccccc2-3)cc1	13	0.9	1.9	-14
CC(C)(C)c1csc(NC(=O)C2CCCCC2)n1	-3	-0.1	1.3	-46
Cc1cc(S(=O)(=O)NCC(C)C)ccc1OCC(=O)Nc1ccccc1Cl	-3	-0.1	2.2	-5
O=C1CCCN1c1ccc(NC2(c3ccccc3)C(=O)c3ccccc3C2=O)cc1	-21	-0.1	-1.2	-9
Cc1cc(C(=O)COC(=O)c2ccc([N+](=O)[O-])s2)c(C)n1C1CC1	13	0.3	-1.8	12
O=C(NC1CC(=O)N(c2cccc(F)c2)C1)N1CCN(Cc2ccc3c(c2)OCO3)CC1 (stereo not given)	11	0.1	1.0	7
O=C(NCc1ccccn1)c1cnn(-c2ccccc2)c1-n1cccc1	6	0.0	-0.9	11
O=c1c2ccccc2c(/C=N/n2cnnc2)c(O)n1-c1ccccc1F	-3	0.0	0.7	2
CCOc1ccc(C)cc1S(=O)(=O)Nc1ccc2c(c1)OCC(C)(C)C(=O)N2CC	39	0.2	3.1	7
Cc1ccc(C(C(=O)NC(C)(C)C)N(C(=O)c2csnn2)C2CC2)cc1 (stereo not given)	25	0.0	-1.0	13
Cc1c(C(=O)Nc2ccc(F)cc2Cl)sc2ncnc(N3CCCCC3)c12	12	0.1	1.3	-5
Cc1ccc(N(CC(=O)Nc2cccc(N(C)S(C)(=O)=O)c2)S(C)(=O)=O)cc1	9	0.0	-0.1	8
CN(C)CCCCCCC(/C=N/O)=N\O	6	-0.1	0.3	-3
COc1cc(S(=O)(=O)NC(C)c2ccccc2)ccc1F (stereo not given)	-3	0.0	0.0	3
NC(=O)c1ccc(-c2nc3ccc(C(=O)NCCOc4ccccc4)cc3s2)cc1	-2	0.1	5.7*	-33
Cc1ccc(C(=O)N2CCCCCC2)cc1Br	14	0.0	-1.8	0
O=Cc1ccc(-c2ccc(NCCc3ccncc3)nc2)cc1	5	-0.3	1.6	-8
CCC(CC)C(=O)N1CCC(C2(CCC(C)C)NC(=O)NC2=O)CC1 (stereo not given)	5	0.0	0.4	6
C=CCN(C(=O)c1csnn1)C(C(=O)NCc1ccccc1)c1cccs1 (stereo not given)	-11	0.1	0.0	-5
O=C(COC(=O)C1CC2C=CC1C2)c1ccccc1 (stereo not given)	-1	-0.1	-1.2	-29
COc1cccc(-c2cccc(NC(=O)C3CCN(Cc4cnc(C)nc4)CC3)c2)c1	-4	-0.1	1.1	10
COC(=O)c1c(NC(=O)/C=C/c2cccc([N+](=O)[O-])c2)sc2c1C(C(=O)OC)CC2 (stereo not given)	-10	0.0	-0.6	-10
COc1ccc(-n2nnnc2SCC#CCO)cc1	9	0.0	-0.1	5
Cc1ccc(/C=N/NC(=O)CNC(=O)c2ccc(Cl)cc2)c(O)c1	-4	-0.1	0.1	3
COc1ccc(C(=O)CSc2nc(C)cc(C)n2)cc1	-6	-0.1	-0.6	-9
CCC(=O)NC(=S)Nc1ccc(Cl)cn1	-6	0.1	-0.4	-13
O=C(CSc1nc2ccccc2c(=O)n1CC1CCC(C(=O)NCc2ccccc2)CC1)NCCC1=CCCCC1 (stereo not given)	-11	-0.1	1.2	3
COc1cccc(CN2C(=O)CCC2CCNCc2cc3c(cc2Cl)OCO3)c1 (stereo not given)	9	0.1	-1.0	-3
Cc1ccccc1-n1c(=O)cc(N2CCN(Cc3ccccc3)CC2)[nH]c1=O	5	0.0	-0.6	-11
O=C(c1cnc2ccccn2c1=O)N1Cc2ccccc2OC(c2ccccc2)C1 (stereo not given)	-12	-0.1	0.3	-9
CCOc1ccc(NC(=O)C(=O)NCCN(C)C)cc1	11	0.1	-2.0	2
CC(=O)c1cccc(NC(=O)c2cccnc2Cl)c1	-1	-0.2	2.4	-11
CC(C)CNC(=O)c1cn2ccsc2n1	2	-0.3	0.0	-10
O=C(O)c1cc([N+](=O)[O-])c(NCCO)c([N+](=O)[O-])c1	-6	-0.2	1.0	2
O=C(N/N=C/c1cc([N+](=O)[O-])ccc1F)c1ccncc1	18	0.0	0.6	3
C[C@@H]1CN(Cc2nnnn2CC(=O)N(CCO)Cc2ccccc2)C[C@H](C)O1	4	0.2	4.6	-5
Cc1ccc(NC(=O)NC(=O)CN2C(=O)NC(C)(c3ccc([N+](=O)[O-])cc3)C2=O)c(C)c1 (stereo not given)	-2	-0.1	-1.0	3
CCOC(=O)C1CCCN(c2c(NCC3CCCO3)c(=O)c2=O)C1 (stereo not given)	2	0.6	-0.5	-3
CCN(CC)CC#CC(CC)(CC)OC(C)=O	-21	0.0	1.1	-4
Cc1ccc(CCNC(=O)Nc2cccc(C)c2)cc1	4	0.7	-3.7	-11
O=C(c1cc(=O)c2ccccc2o1)N1CCC(Oc2nc3c(Cl)cccc3s2)CC1	12	0.6	-0.8	9
CCOc1ccc2nc(N3CCCN(CCCn4cccn4)CC3)nc(C)c2c1	7	0.4	-1.0	-11
CC1(C)Cc2c(sc3c2c(=O)n(Cc2ccccc2)c2n[nH]c(=S)n32)CO1	-10	0.0	-1.4	-1
CC(C)NC(=O)c1ccccc1NC(=O)c1ccccc1[N+](=O)[O-]	17	0.3	-0.8	-3
C/C(=N\NC(=O)c1cc(-c2cccs2)[nH]n1)c1ccccc1O	8	-0.1	1.1	-1
CCCCNC(=O)COC(=O)Cc1ccc(Br)cc1	-15	0.0	0.4	1
CCOC(=O)c1nn(-c2ccc(OC)cc2)c(=O)c2c(NC(=O)C3CCCC3)scc12	1	-0.2	0.2	-3
CCOc1ccc(C(=O)Nc2ccc(-c3nnc4n3CCCCC4)cc2)cc1	-14	0.0	1.6	-16
FC(F)(F)c1cc(-c2ccc(Cl)cc2)nc2cc(-c3ccccc3)nn12	2	0.0	-1.3	-3
COc1ccc(N2CCN(CCCNC(=O)c3ccc4c(c3)NC(=O)c3ccccc3N4)CC2)cc1	0	-0.1	0.3	4
Cc1ccccc1N1C(N)=C(C#N)C(c2ccc3c(c2)OCO3)C2=C1CCCC2=O (stereo not given)	0	0.0	-0.6	-18
CCOC(=O)c1ccc(NC(=O)CC2C(=O)N(c3ccccc3)C(=O)N2CCOC)cc1 (stereo not given)	11	0.0	0.1	-6
COc1ccc(O[C@H]2C=C[C@@H](c3ccccc3)O[C@@H]2COC(=O)CC/C(C)=N/O[C@@H](C)c2cc(-c3c(C)cc(C)cc3C)no2)cc1	11	0.2	-2.0	.
O=C(NCCc1ccccc1Cl)C(=O)Nc1ccc(Br)cc1	11	0.7	-0.9	1
Nc1cccc(-c2cn3c(NC(=O)CC4CC4)cnc3cn2)c1	-5	0.1	-0.5	0
(list continues)
SMILES	MITF inh	FBW7 activator	GPR151 activ	TEAD-YAP block
COc1ccc(C)cc1N(CC(=O)N(C)Cc1ccccc1)S(C)(=O)=O	-1	0.1	0.1	-5
Fc1ccc(N2CCN(c3ncnc4c3c(-c3ccccc3)cn4-c3cccc(Cl)c3)CC2)cc1	6	0.2	-0.5	0
CC(=O)c1ccc(C(=O)Nc2sccc2C(N)=O)cc1	1	0.0	-7.3	19
O=C(Nc1ccc(N2CCOCC2)cc1)c1cccc(-n2cc(NC(=O)C3CCc4ccccc43)cn2)c1 (stereo not given)	-6	0.0	1.7	1
COc1ccc(Oc2coc3cc(OC(=O)CC(C)(C)C)ccc3c2=O)cc1	13	0.0	0.8	1
Cc1cc(NCc2ccccc2)nc(Nc2cnccn2)n1	0	-0.1	-0.5	6
Cc1ccc(Cl)cc1N1C(=O)C2CCCCC2C1=O (stereo not given)	-7	0.1	1.9	12
CCOC(=O)c1cc2c(c(CSc3nc4sc(C(=O)OCC)c(C)c4c(=O)n3Cc3ccco3)c1)OCOC2	5	0.2	0.5	5
CCN(CC)C(=O)Cn1cnc2sc(C(=O)Nc3ccc(F)cc3Cl)c(C)c2c1=O	12	-0.1	1.8	0
COCCCN1C(=O)C(=O)/C(=C(\O)c2ccc(C)cc2)C1c1ccccc1 (stereo not given)	-12	0.1	-1.3	-1
COc1cc(OC)cc(-n2nc(C(=O)NCCC3=CCCCC3)c3ccccc3c2=O)c1	2	0.0	-0.8	-9
CCN1C(=O)c2cccc3c(NC(=O)c4ccccc4C)ccc1c23	7	-0.2	1.1	-2
CCOC(=O)c1sc2nc(SCC(=O)Nc3ccc(OCC)cc3)n(CCc3ccc(Cl)cc3)c(=O)c2c1C	8	0.0	-0.1	2
CCCC(=O)Nc1nc(-c2ccccc2)c(CC)s1	20	0.5	-1.0	2
COc1cccc(C2Oc3ccccc3C3=C2C(c2ccc(F)cc2)n2ncnc2N3)c1 (stereo not given)	-8	-0.1	-1.4	1
COc1ccc(C(=O)NCCc2nc3ccccc3[nH]2)cc1	-7	0.1	0.1	-3
Cc1ccc2cc(-c3noc(C(C)(C)C)n3)c(=O)[nH]c2c1	10	0.1	-0.8	-7
COc1ccc2nc3c(cc2c1)c(N)nn3C(=O)c1ccccc1F	9	0.0	1.9	19
O=C(NCCc1ccc(Cl)cc1)c1ccc(N2CC3CC(C2)c2cccc(=O)n2C3)c(NS(=O)(=O)c2ccc3c(c2)OCCO3)c1 (stereo not given)	20	-0.4	-1.8	-1
O=C(Nc1ccccc1)/C(=C\c1ccc([N+](=O)[O-])cc1)NC(=O)c1ccccc1Br	-1	0.0	-0.2	-8
Cc1nnc(SCC(=O)Nc2ccc(Br)cc2F)s1	18	0.0	-0.8	4
COC(=O)C1=C(C)N(CCc2ccccc2)C(=O)/C1=C\c1cccc([N+](=O)[O-])c1	-2	0.0	-1.1	-5
CCCCN(CC)C(=O)c1c[nH]c2ccc(S(=O)(=O)N(C)c3ccc(Br)cc3)cc2c1=O	7	-0.1	0.0	-1
CC(C)N1C(=O)CSC1c1cccs1 (stereo not given)	8	0.2	-1.3	-9
S=C(NCCc1ccccc1)N/N=C/c1ccc2c(c1)OCCO2	6	0.0	-1.1	5
CCCCCC(=O)N/N=C/c1ccccc1[N+](=O)[O-]	-8	-0.1	-0.1	-3
CCOCCCNC(=O)c1ccc2c(c1)ncn2-c1ccc(F)cc1F	-3	0.0	0.3	-8
CCCCN(C(=O)NC(=O)Nc1ccc(OC)cc1C)S(C)(=O)=O	12	0.1	2.2	5
CCOC(=O)COc1c(Cl)cc(C=C2C(=O)N(C)C(=S)N(C)C2=O)cc1OCC	9	-0.1	1.0	0
CCN(C(=O)/C=C/c1cc(OC)c(OC)c(OC)c1)c1ccccc1	6	0.1	2.4	-11
CCOC(=O)c1c(C)c(C(=O)NCCOC)c(C)n1CC	2	0.1	0.1	2
CCOc1ccccc1-n1c(SCC(=O)NC2CC2)nnc1-c1cccnc1	-11	0.0	1.3	-7
CCn1c(SCC(=O)NC2CCCC2)nnc1-c1ccccc1	2	0.2	-0.6	3
Cc1ccc(Cn2c(C)c(CNCc3ccccc3)c(C(=O)O)c2C)cc1	14	-0.1	0.0	6
Cc1sc2nc(CCCN3C(=O)c4cccc5cccc(c45)C3=O)n(CCO)c(=O)c2c1C	5	0.1	-1.5	-5
CCOCC(=O)N1CCCC(C(=O)OCC)C1 (stereo not given)	12	0.0	-0.3	14
Cc1cccc(-c2nccc(NCCCN3CCOCC3)n2)c1	-7	-0.1	-1.2	3
